Pf apPOL block – Pf-apPOL inhibitors, biochemical, fluorescence; Plasmodium falciparum apicoplast DNA polymerase (apPOL); inhibition, % at 10 µM; 0.25% of 210,000 active; Recombinant Pf-apPOL, molecular beacon fluorescence, 1.5 h
mHTT CaM bind – mutant huntingtin-calmodulin interaction inhibitors – biochemical, AlphaScreen, primary screen | P42858 | AlphaScreen His-mHTT/GST-CaM binding, luminescence | inhibition, % at 15 µM | 3.6% of 190,000 active | AID 1671202, 2021;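 further: 0% = both proteins with DMSO and 100% = one protein alone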
The depositor's hits bear a star; · = not tested or not shown; & = joins results of further samples. No stated cut-off is given here; in the data, active means inhibition above about 50%; inactive means the rest. Rows are unselected; any-hit rate near 3.6%.

Every second line gives: Pf apPOL block	mHTT CaM bind
O=c1[nH]c2ccccc2c(O)c1-c1nc(-c2cccc(Cl)c2)no1
 : -4	-11
Cc1ccc(C(=O)Nc2ccc(Br)cn2)cc1[N+](=O)[O-]
 : 0	-3
COc1cccc(OCCCCSc2ncccn2)c1
 : -2	-54
CC(C)Cc1ccc(C#N)c(SCC(=O)Nc2ccc(C(=O)O)cc2)n1
 : 0	-4
COc1ccc(CCNC(=O)CCc2cn(C)c3ccccc23)cc1OC
 : -18	12
c1ccc(CSc2nnc(-c3cccnc3)n2Cc2ccccc2)cc1
 : -3	3
O=C(CN1CCN(C(=O)Nc2ccc(F)cc2)CC1=O)NCc1ccc2c(c1)OCO2
 : 3	1
COc1cccc(NC(=O)N2CCC(c3nc(CCNC(C)=O)cs3)CC2)c1
 : -4	-9
CCc1ccc(S(=O)(=O)N(C(C)=O)c2ccc3oc4c(c3c2)CCCC4)cc1
 : -10	-11
CC(C)CN(CC(C)C)S(=O)(=O)N1CCC(C(=O)NC2CCCC2)CC1
 : -19	-4
CC(C)C(=O)Nc1ccc(C2(C(=O)N(C)C)CCCCC2)cc1
 : -1	-4
CC(=O)Nc1ccccc1NC(=O)COc1ccc(Br)cc1
 : -3	-5
COc1cc2c(cc1OC)CN(Cc1ccc(Cl)c(Cl)c1)CC2
 : -1	55*
CC(C)NC(=O)c1nc(-c2ccc(N3CCCCCC3)cc2)no1
 : -1	-10
O=C(O)c1csc(-c2cccs2)n1
 : 4&-4	·
C=C(C)Cn1c(=O)c2c(nc3n2CCCN3c2ccccc2C)n(C)c1=O
 : -3	-11
COc1cccc(C2CC(c3ccccc3)Nc3nc(N)nn32)c1 (stereo not drawn)
 : -5	6
C=CCNC(=O)c1cc2c(=O)n3ccccc3nc2n(CCOC)c1=N
 : -5	-2
CC(C)(C)CC(=O)N1CCC(c2cnn(-c3ccccc3)c2)CC1
 : 0	5
Cc1ccc(C(=O)Nc2ccc3c(c2)OCO3)cc1
 : 0&-3	47&30
Cc1noc(C)c1C1CCCN1C(=O)c1c(F)cccc1F (stereo not drawn)
 : -5	-2
COc1nccnc1N1CCC(N(C)C(=O)c2sccc2C)C1 (stereo not drawn)
 : -1	6
O=[N+]([O-])c1cccc(C=Nc2ccc3c(c2)ncn3-c2ccccc2)c1
 : -4	2
O=[N+]([O-])c1ccc2oc(-c3ccc(F)cc3)nc2c1
 : -4	1
O=C(CNc1ccccc1-c1nc2ccccc2[nH]c1=O)NCc1ccc(F)cc1
 : -16	-16
CCC(C)CN1C(=O)CNC12CCN(C(=O)C1CCC1)CC2 (stereo not drawn)
 : 0	6
CCN(CC)c1nc2c(S(=O)(=O)c3ccc(C)cc3)nnn2c2ccccc12
 : -3	-1
O=S(=O)(Cc1noc(CSc2ccc(Cl)cc2)n1)c1ccccn1
 : -8	·
COc1ccc(Br)cc1C1Nc2ccccc2-c2nnc(SC)nc2O1 (stereo not drawn)
 : 4	6
CSc1nc(-c2cccnc2)nc(-c2ccccc2)c1C#N
 : -9&-3	·
CCCCN(CC)C(=O)c1ccccc1[N+](=O)[O-]
 : -15	-3
Cc1cc(C2CCCN2C(=O)c2cc(-c3ccc(Cl)cc3)on2)on1 (stereo not drawn)
 : -6	4
Cc1cccc(C2CCCN2C(=O)c2cc(C(F)(F)F)nn2C)c1 (stereo not drawn)
 : -3	3
Cc1ccc2nsnc2c1NC(=O)c1ccccc1Cl
 : -6	-2
Clc1ccc(-n2ncnc2-c2ccc3c(c2)OCO3)cc1
 : -3	-4
CC(C)(C)NC(=O)c1ccccc1N1CCC(NC(=O)c2ccc(F)cc2)CC1
 : -6	-5
CCc1nc(C)c(C)c2nn(Cc3cccc(C#N)c3)c(=O)n12
 : 29	-2
CCOC(=O)C1CCC(C(=O)OCC)N1C(=O)Nc1ccc(Cl)cc1 (stereo not drawn)
 : -5	·
O=c1oc2cc(Cl)c(Cl)cc2cc1-c1nc(C2CC2)cs1
 : -5	-23
Cc1ccc(-n2cc(C(=O)NCC(=O)O)c3ccccc3c2=O)cc1C
 : -3	-2

Sorted by SMILES length (lowest first): part of the list above.
Every second line gives: Pf apPOL block	mHTT CaM bind
O=C(O)c1csc(-c2cccs2)n1
 : 4&-4	·
COc1cccc(OCCCCSc2ncccn2)c1
 : -2	-54
Cc1ccc2nsnc2c1NC(=O)c1ccccc1Cl
 : -6	-2
Cc1ccc(C(=O)Nc2ccc3c(c2)OCO3)cc1
 : 0&-3	47&30
CCCCN(CC)C(=O)c1ccccc1[N+](=O)[O-]
 : -15	-3
CSc1nc(-c2cccnc2)nc(-c2ccccc2)c1C#N
 : -9&-3	·
COc1cccc(C2CC(c3ccccc3)Nc3nc(N)nn32)c1 (stereo not drawn)
 : -5	6
c1ccc(CSc2nnc(-c3cccnc3)n2Cc2ccccc2)cc1
 : -3	3
CC(C)NC(=O)c1nc(-c2ccc(N3CCCCCC3)cc2)no1
 : -1	-10
CC(C)C(=O)Nc1ccc(C2(C(=O)N(C)C)CCCCC2)cc1
 : -1	-4
C=CCNC(=O)c1cc2c(=O)n3ccccc3nc2n(CCOC)c1=N
 : -5	-2
Cc1cc(C2CCCN2C(=O)c2cc(-c3ccc(Cl)cc3)on2)on1 (stereo not drawn)
 : -6	4
CC(C)Cc1ccc(C#N)c(SCC(=O)Nc2ccc(C(=O)O)cc2)n1
 : 0	-4
COc1cccc(NC(=O)N2CCC(c3nc(CCNC(C)=O)cs3)CC2)c1
 : -4	-9
CC(C)CN(CC(C)C)S(=O)(=O)N1CCC(C(=O)NC2CCCC2)CC1
 : -19	-4
CCN(CC)c1nc2c(S(=O)(=O)c3ccc(C)cc3)nnn2c2ccccc12
 : -3	-1
CCc1ccc(S(=O)(=O)N(C(C)=O)c2ccc3oc4c(c3c2)CCCC4)cc1
 : -10	-11
O=C(CN1CCN(C(=O)Nc2ccc(F)cc2)CC1=O)NCc1ccc2c(c1)OCO2
 : 3	1

(cont.)
Every second line gives: Pf apPOL block	mHTT CaM bind
COc1ccccc1-n1nc(C(=O)Nc2ccc3c(c2)OCO3)c2ccccc2c1=O
 : -4	0
Cc1sc(C2C(C#N)=C(N)SC(N)=C2C#N)cc1Br
 : ·	47
O=C(COc1ccc(Br)cc1)N1CCCC1
 : -5	-8
CCSc1nnc(NC(=O)c2ccc(-n3ccnc3C)nn2)s1
 : 3	0
O=[N+]([O-])c1ccc(S(=O)(=O)N2CCN(Cc3ccccc3F)CC2)cc1
 : -2	15
COc1cc(NC(=O)c2ccc([N+](=O)[O-])c(C)c2)cc(OC)c1
 : -3	14
Cc1ccc(S(=O)(=O)c2cc3c(=O)n4cccc(C)c4nc3n(Cc3ccccc3)c2=N)cc1
 : 1	-4
CN(C(=O)c1ccc(-c2cccc([N+](=O)[O-])c2)o1)C1CCS(=O)(=O)C1 (stereo not drawn)
 : 3	8
CCOc1cc(C(=O)Nc2ccc([N+](=O)[O-])cc2Cl)cc(OCC)c1OCC
 : 1	2
O=C(NC1CC2CC1CN2S(=O)(=O)c1cccnc1)c1ccccc1 (stereo not drawn)
 : 1	-4
COc1ccccc1CC(=O)N1CCC(c2nc(C(=O)N3CCOCC3)c(C)o2)CC1
 : -3	8
COc1ccc(C)cc1NC(=O)N1CCC2(CC1)NC(=O)c1ccc(Cl)cc1N2C
 : -2	34
COc1cccc(C2C3=C(CCCC3=O)Nc3nc(-c4cccc(C)c4)nn32)c1OC (stereo not drawn)
 : 1	19
O=C(Nc1cccc(Cl)c1)N1CCCC1c1nc(-c2ccc(F)cc2F)no1 (stereo not drawn)
 : -2	-21
O=C(NCCc1ccccc1)C1CCCC1
 : -2	-3
COc1cc2c(cc1OC)C(C(=O)N1CC(C)CC(C)C1)C(c1cccs1)N(C)C2=O (stereo not drawn)
 : -2	-4
O=S(=O)(CC1NCc2cc(F)ccc21)NC1CCCC1 (stereo not drawn)
 : -17	12
Clc1ccc(-c2noc(-c3ccccc3Br)n2)cc1
 : 0	-9
Cc1cc(C(F)(F)F)nc2sc(C(=O)Nc3cnc4ccccc4c3)c(N)c12
 : 2	-3
CC(C)(C)c1ccc(C2=NNC(SCC(=O)c3ccc(Cl)cc3)=NN2)cc1
 : 2&9	·
COc1ccc(NC(=O)c2cc3cc(OC)ccc3oc2=O)c(OC)c1
 : -4	3
Cn1c(NCCO)nc2c1c(=O)n(Cc1ccccc1)c(=O)n2C
 : -8	·
CCCCCCCCCC(=O)Nc1nc2c(s1)CCc1cc(OC)ccc1-2
 : -5	·
CCC(CO)NCC(O)Cn1c2c(c3cccc(Cl)c31)CCCC2 (stereo not drawn)
 : 0	24
C=CCOc1ccc(/C=c2\sc3nc(-c4ccc(OC)cc4)nn3c2=O)cc1
 : 7	19
O=C(O)c1ccc(NC(=O)C2CCN(S(=O)(=O)c3ccccc3)CC2)cc1
 : 0	-2
CC(C)CNC(=O)c1ccc2c(c1)CCC(=O)N2Cc1ccccc1
 : -2	4
COc1cccc(C2CC(=O)Nc3cc(C)c(C)cc32)c1OC (stereo not drawn)
 : -17	100*
COc1ccc(CCNC(=O)c2ccc(CSc3ccc(Cl)cc3)o2)cc1OC
 : -28	·
COc1cccc(COc2cn(C)c(C(=O)NCc3cccs3)cc2=O)c1
 : -4	-12
O=C(C[n+]1cc(Br)cc2ccccc21)c1ccccc1
 : 1	60*
Cc1cc(C2CCCN2C(=O)Nc2cccc(C)c2C)no1 (stereo not drawn)
 : -2	-3
Cc1ccc(-c2csc(Nc3ccc(C(=O)O)cc3)n2)cc1C
 : -5	18
O=C(CCc1ccccc1)Nc1cccn2ncnc12
 : 2	-4
CCCCN1CCC(O)(C#N)CC1
 : -7	·
N#Cc1ccccc1Cn1c(=O)n(-c2cc(F)ccc2F)c(=O)c2sccc21
 : 3	-2
N#CC1=C(N)C(C#N)(C#N)C(C2C=CCCC2)C2CCCC=C12 (stereo not drawn)
 : -15	19
Cc1ccc(N2C=C(C#N)S(=O)(=O)c3cc(F)ccc32)cc1
 : -1	-6
CCCS(=O)(=O)N1CCCC(C(=O)NC(C)c2ccc3c(c2)OCCO3)C1 (stereo not drawn)
 : -18	-2
Cc1ccc(NC(=O)c2sc3ccccc3c2Cl)nc1
 : 1	-4

3 entries already listed, sorted by molecular weight, descending:
Every second line gives: Pf apPOL block	mHTT CaM bind
N#Cc1ccccc1Cn1c(=O)n(-c2cc(F)ccc2F)c(=O)c2sccc21
 : 3	-2
COc1ccc(NC(=O)c2cc3cc(OC)ccc3oc2=O)c(OC)c1
 : -4	3
Cc1ccc(NC(=O)c2sc3ccccc3c2Cl)nc1
 : 1	-4

(more compounds)
Every second line gives: Pf apPOL block	mHTT CaM bind
O=S(=O)(NC1CCCCCCC1)c1ccc(F)cc1
 : -1	-17
CC(O)(CNC(=O)c1ccccc1Br)c1cccs1 (stereo not drawn)
 : -1	-4
Cc1sc2cc(C(=O)NC(C)(C)C)[nH]c2c1CN1CCCCC1
 : -1	23
O=c1c2ccccc2c(-c2cccs2)nn1CCc1ccccc1
 : -6	-73
COc1ccc(NC(=O)N2CCN(Cc3nc4ccccc4[nH]3)CC2)cc1OC
 : -7	3
CCOC(=O)COc1ccc2c(c1C)OC(=Cc1ccco1)C2=O
 : -10	10
O=C(Nc1cc(Cl)ccc1F)C1CC(=O)N(c2ccc3c(c2)CCN3C(=O)C2CC2)C1 (stereo not drawn)
 : 0	5
CCOC(=O)CN1C(=O)c2ccc3c4c(ccc(c24)C1=O)C(=O)N(CC(=O)OCC)C3=O
 : 5	·
COc1ccccc1-c1cc(C(=O)N2CCCC2c2cc(C)on2)no1 (stereo not drawn)
 : -4	-3
CCCC(=O)Nc1ccc(C)cc1[N+](=O)[O-]
 : -1	3
CCOc1cc([N+](=O)[O-])cc(C=Nc2cccc(NC(=O)c3ccccc3)c2)c1O
 : 1	22
COc1ccc(OC)c(C=C2Oc3c(CN(C)C)c(O)cc(C)c3C2=O)c1
 : -4	10
Cc1sc2cc(C(=O)N(C)C)[nH]c2c1CN1CCOCC1
 : -4	11
CNC(=O)N1CCCC(c2ccnc(-c3ccccc3)n2)C1 (stereo not drawn)
 : -4	-3
CCc1nc2c(c(=O)n1CC(=O)N(CC)c1cccc(C)c1)CN(Cc1ccccc1)CC2
 : -4	42
CC1(C(=O)NCc2ccccc2)CCCN(C(=O)COc2ccccc2)C1 (stereo not drawn)
 : -4	-12
Cc1ccsc1C(=O)N1CCC2(CC1)NC(=O)N(Cc1ccccc1)C2=O
 : -2	12
CCc1ccccc1NC(=O)CSCc1cccc(Br)c1
 : -10	-40
Fc1ccc(CSc2ncccn2)c(Cl)c1
 : -7	-30
O=C(c1ccc(SCc2cccnc2)c([N+](=O)[O-])c1)N1CCc2ccccc21
 : -2	13
Cc1ccsc1CN1CCN(c2ccccc2Cl)CC1
 : -14	-17
CC(=O)n1c(=O)n(-c2ccccc2)c(=O)c2c3c(sc21)CCCC3
 : 0	4
COc1cccc(NC(=O)CN2CCC(c3nc(-c4cccs4)no3)CC2)c1
 : -4	0
COc1cc(/C=C/C(=O)NCCSc2c(C)[nH]c3ccccc23)cc(OC)c1OC
 : -3	48
COc1ccc(NC(=O)C2CC(=O)N(c3ccccc3Cl)C2)cc1 (stereo not drawn)
 : 1	-2
CC(=O)c1ccc(NC(=O)COc2cc(C)nc(-c3ccc(Cl)cc3)n2)cc1
 : -7	10
N#Cc1cccc(NC(=O)Cc2cn3cc(F)ccc3n2)c1
 : -7	0
Cc1cc(C)cc(NC(=O)C2CCN(c3nccc4sccc34)CC2)c1
 : -2	4
CCN(CC)S(=O)(=O)c1ccc(C(=O)N2CCCC2)cc1
 : -6	-7
COc1ccc(CCN2C(=O)CCC(C(=O)O)C2c2cc(OC)c(OC)c(OC)c2)cc1OC (stereo not drawn)
 : -9	·
O=C(NCCc1cccs1)C1CCCN(c2cnn(Cc3ccccc3)c(=O)c2)C1 (stereo not drawn)
 : -10	0
O=C(CC1CCN(C(=O)c2ccccc2Cl)CC1)NCc1ccccc1F
 : 0	-7
CCn1c(=N)n(CCO)c2ccccc21
 : 0	-2
COc1cc(C=O)ccc1OCCOc1ccccc1F
 : -8	-7
CCN(CC)CCNC(=O)c1cn(C2CCCCC2)c(=O)c2c1c1ccccc1n2C
 : -1	6
CC(C)CCC(=O)N1CCCN(C2CCN(Cc3ccccc3)C2=O)CC1 (stereo not drawn)
 : 6	21
